Compound activity (PubChem)
SENP1 FRET inh – SENP1 (human) catalytic domain inhibition | Q9P0U3 | recombinant SENP1 catalytic domain, CyPet-SUMO1-YPet FRET cleavage | inhibition, % at 10 µM | 0.21% of 360,000 active;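 active = inhibition at least 30% at 10 µM, raw YFP signal under a set limit, fluorescence ratio 0.5 to 1.5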;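 note: 0% = enzyme with DMSO and 100% = no enzyme wells; some results filed as inactive read as strong as hits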
Target sequence (Q9P0U3 419-644 limits assumed): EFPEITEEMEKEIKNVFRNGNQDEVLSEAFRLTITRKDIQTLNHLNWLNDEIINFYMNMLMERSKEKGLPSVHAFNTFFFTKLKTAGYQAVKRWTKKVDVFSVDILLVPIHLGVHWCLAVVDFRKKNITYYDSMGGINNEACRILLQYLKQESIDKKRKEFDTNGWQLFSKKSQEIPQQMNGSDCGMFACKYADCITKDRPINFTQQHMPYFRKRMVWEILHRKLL
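Controls: no-enzyme wells low, DMSO-plus-enzyme wells high control. Test system: human recombinant His6-tagged SENP1 catalytic domain enzyme. Reagent: SFCypet-SUMO1-SFYpet FRET protein substrate, 25 nM final. Doses: one dose per compound, 10 µM, 0.5% DMSO. Detection: FRET, CFP and YFP emission. Timing: 50 min reaction at room temperature.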
Apaf-1 inh – blocks human Apaf-1 apoptosome activity; reconstituted apoptosome caspase-3 activity, DEVD-Rh110 fluorescence; inhibition, % at 20 µM; O14727; 0.71% of 330,000 active; active = inhibition of at least 40% at 20 µM;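 note: plate controls were DMSO wells for no effect and DEVD-CHO caspase inhibitor wells for full effect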
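Material: cell-free apoptosome with Apaf-1, procaspase-3 and caspase-9; Buffer or medium: Hepes pH 7.5 with detergent and BSA; Reagent: cytochrome c trigger plus (Z-DEVD)2-Rh110 caspase-3 substrate; Times: compound with Apaf-1, dATP, procaspase-3 30 min, then 50 min reaction, room temperature; Technique: Rh110 fluorescence intensity.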
APOBEC3G inh – blocks human APOBEC3G single-stranded DNA deamination; 0.28% of 330,000 active; recombinant A3G, ssDNA deamination FAM/TAMRA fluorescence; Q9HC16; inhibition, % at 20 µM;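 active = inhibition of at least 40% at 20 µM, with no more than 30% in the related APOBEC3A deaminase screen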;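 note: plate controls were DMSO wells with A3G for no effect and wells lacking A3G enzyme for full effect; some compounds called inactive have numbers as strong as hits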
Target sequence (Q9HC16 whole entry, looked up): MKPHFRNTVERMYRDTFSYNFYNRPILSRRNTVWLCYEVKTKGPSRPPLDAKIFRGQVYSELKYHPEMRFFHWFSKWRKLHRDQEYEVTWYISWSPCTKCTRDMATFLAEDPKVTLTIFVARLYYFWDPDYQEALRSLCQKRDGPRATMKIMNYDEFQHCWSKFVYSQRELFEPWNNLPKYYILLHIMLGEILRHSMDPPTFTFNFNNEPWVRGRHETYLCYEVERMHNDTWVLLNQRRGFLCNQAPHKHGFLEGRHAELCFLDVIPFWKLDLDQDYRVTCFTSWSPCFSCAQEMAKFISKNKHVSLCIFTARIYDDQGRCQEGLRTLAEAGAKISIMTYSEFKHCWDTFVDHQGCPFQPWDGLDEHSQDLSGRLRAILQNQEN
SENP8 block-1 – blocks human SENP8 cleavage of Nedd8 substrate | Q96LD8 | recombinant SENP8, Nedd8 substrate fluorescence | inhibition, % at 20 µM | 0.64% of 360,000 active | AID 602440; in the data active = inhibition mostly above about 40%, no sharp cut-off; inactive = mostly below about 27%
Target sequence (Q96LD8 whole entry, looked up): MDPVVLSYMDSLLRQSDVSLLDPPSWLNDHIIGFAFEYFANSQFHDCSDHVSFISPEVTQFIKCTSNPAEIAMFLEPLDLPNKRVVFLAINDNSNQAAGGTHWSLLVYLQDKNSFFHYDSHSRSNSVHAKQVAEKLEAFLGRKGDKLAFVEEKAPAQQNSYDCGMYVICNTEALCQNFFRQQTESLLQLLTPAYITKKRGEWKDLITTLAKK
SENP7 block – SENP7 protease inhibition | inhibition, % at 5 µM | Q9BQF6 | recombinant SENP7, Z-RLRGG-aminoluciferin luminescence, 40 min | 1.5% of 330,000 active | AID 434973;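 active = inhibition above about 50% at the single test dose, limit read from the data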;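 note: plate controls were DMSO with enzyme for no effect and no enzyme buffer wells for full effect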
UBC13 inh – inhibitors of human UBC13 polyubiquitin chain formation | inhibition, % at 20 µM | 0.47% of 330,000 active | P61088 | TR-FRET; in the data active = inhibition above about 45%, passing the limit was not always enough; inconclusive = no clear call, values can overlap the other calls
Target sequence (P61088 whole entry, looked up): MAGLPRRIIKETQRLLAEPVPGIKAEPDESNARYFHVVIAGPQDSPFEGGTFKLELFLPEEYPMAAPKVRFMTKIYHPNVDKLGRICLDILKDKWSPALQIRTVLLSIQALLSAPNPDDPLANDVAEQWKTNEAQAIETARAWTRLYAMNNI
SENP6 block – SENP6 protease inhibition; Q9GZR1; Recombinant SENP6 catalytic domain, aminoluciferin luminescence; inhibition, % at 10 µM; 1.8% of 330,000 active;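 active = inhibition above about 50% at the single tested dose, limit read from the data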;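 note: plate controls were DMSO wells with enzyme for no effect and DMSO wells lacking enzyme for full effect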
SENP8 block-2 – inhibitors of human SENP8 protease. purified SENP8, Z-RLRGG-aminoluciferin cleavage, luminescence. inhibition, % at 10 µM. 1.2% of 330,000 active. AID 2540. Q96LD8; in the data active = inhibition above about 50%
The depositor's hits bear a star.

How did COc1ccc(N(CN2C(=O)C3C4C=CC(C4)C3C2=O)C(=O)c2ccco2)cc1 (configuration not stated) do in these assays?
SENP1 FRET inh: 1; Apaf-1 inh: -4; APOBEC3G inh: -1; SENP8 block-1: 17; SENP7 block: 0; UBC13 inh: 7; SENP6 block: -15; SENP8 block-2: -5

What do the screens show for `CC(C)CNS(=O)(=O)c1ccc(CCC(=O)NCc2ccc(Cl)cc2)cc1`?
SENP1 FRET inh: 5; Apaf-1 inh: 2; APOBEC3G inh: -6; SENP8 block-1: -2; SENP7 block: -14; UBC13 inh: 9; SENP6 block: -12; SENP8 block-2: -1

What do the screens show for `O=C(COC(=O)/C=C/c1ccc(F)cc1)NC1CCCC1`?
SENP1 FRET inh: 2; Apaf-1 inh: 1; APOBEC3G inh: -7; SENP8 block-1: 17; SENP7 block: -4; UBC13 inh: -2; SENP6 block: -12; SENP8 block-2: 3

Results for CC(C)C(NC(=O)OCc1ccccc1)C(=O)OCC(=O)NC1CC1 (configuration not stated) ?
SENP1 FRET inh: 2; Apaf-1 inh: -6; APOBEC3G inh: 0; SENP8 block-1: 6; SENP7 block: 12; UBC13 inh: -2; SENP6 block: -10; SENP8 block-2: 12

Results for COc1cccc(NC(=S)N(CCC(C)C)C(C)c2ccncc2)c1 (configuration not stated) ?
SENP1 FRET inh: -1; Apaf-1 inh: 3; APOBEC3G inh: -1; SENP8 block-1: 15; SENP7 block: 8; UBC13 inh: 6; SENP6 block: -9; SENP8 block-2: 0

Results for O=S(=O)(Cc1nc2ccccc2s1)c1ccccc1 ?
SENP1 FRET inh: 3; Apaf-1 inh: 1; APOBEC3G inh: -7; SENP8 block-1: 5; SENP7 block: -11; UBC13 inh: 1; SENP6 block: 17; SENP8 block-2: -12

Results for COc1ccc(C(=O)COC(=O)C2CCN(c3ccc(C(F)(F)F)cn3)CC2)c(OC)c1 ?
SENP1 FRET inh: 0; Apaf-1 inh: 19; APOBEC3G inh: -7; SENP8 block-1: -15; SENP7 block: -7; UBC13 inh: -9; SENP6 block: -14; SENP8 block-2: -3

How did CCOc1ccccc1OCCCC(=O)NCCc1ccc(S(N)(=O)=O)cc1 do in these assays?
SENP1 FRET inh: 2; Apaf-1 inh: -1; APOBEC3G inh: -10; SENP8 block-1: 5; SENP7 block: 12; UBC13 inh: -8; SENP6 block: 7; SENP8 block-2: 3

What do the screens show for `Cc1cccc(NC(=S)NNC(=S)NCc2ccccc2)c1`?
SENP1 FRET inh: 3; Apaf-1 inh: 9; APOBEC3G inh: 8; SENP8 block-1: 16; SENP7 block: -2; UBC13 inh: -21; SENP6 block: -9; SENP8 block-2: -7

Results for CN(C)C(=O)CCc1ccc2c3c([nH]c2c1)[C@]1(C)[C@@H](C(=O)N2CCCCC2)C[C@H](CC(=O)NCC24CC5CC(CC(C5)C2)C4)C(=O)N1CC3 ?
SENP1 FRET inh: 3; Apaf-1 inh: 26; APOBEC3G inh: 3; SENP8 block-1: 0; SENP7 block: 4

Results for COc1cccc(CNC(=O)COC(=O)c2cc(Br)c(Br)s2)c1 ?
SENP1 FRET inh: 1; Apaf-1 inh: 16; APOBEC3G inh: -1; SENP8 block-1: 0; SENP7 block: -2; UBC13 inh: -11; SENP6 block: -5; SENP8 block-2: -16

How did CC1CCCN(C/C(O)=C(\C#N)c2nc3ccccc3[nH]2)C1 (configuration not stated) do in these assays?
SENP1 FRET inh: -18; Apaf-1 inh: -1; APOBEC3G inh: -1; SENP8 block-1: 30; SENP7 block: 1; UBC13 inh: 1; SENP6 block: 9; SENP8 block-2: -1

What do the screens show for `C/C(CC(=O)NC1CCCC1)=N\NC(=O)Cc1cccs1`?
SENP1 FRET inh: 3; Apaf-1 inh: -25; APOBEC3G inh: -6; SENP8 block-1: 18; SENP7 block: 8; UBC13 inh: 10; SENP6 block: -1; SENP8 block-2: -6

Results for COc1cc(C(C(=O)NC2CCCCC2)N(C(=O)c2cnccn2)c2ccccc2)cc(OC)c1OC (configuration not stated) ?
SENP1 FRET inh: -2; Apaf-1 inh: 3; APOBEC3G inh: -2; SENP8 block-1: 6; SENP7 block: -9; UBC13 inh: 1; SENP6 block: -11; SENP8 block-2: -9

What do the screens show for `CCOC(=O)c1sc(=NC(=O)c2ccc(S(=O)(=O)N3CC(C)OC(C)C3)cc2)n(C)c1C` (configuration not stated)?
SENP1 FRET inh: -2; Apaf-1 inh: -1; APOBEC3G inh: -2; SENP8 block-1: -262; SENP7 block: -7; UBC13 inh: inconclusive; SENP6 block: 1; SENP8 block-2: -3

Part of the list above in order of molar mass, smallest number first:
What do the screens show for `O=C(COC(=O)/C=C/c1ccc(F)cc1)NC1CCCC1`?
SENP1 FRET inh: 2; Apaf-1 inh: 1; APOBEC3G inh: -7; SENP8 block-1: 17; SENP7 block: -4; UBC13 inh: -2; SENP6 block: -12; SENP8 block-2: 3

Results for COc1cccc(NC(=S)N(CCC(C)C)C(C)c2ccncc2)c1 (configuration not stated) ?
SENP1 FRET inh: -1; Apaf-1 inh: 3; APOBEC3G inh: -1; SENP8 block-1: 15; SENP7 block: 8; UBC13 inh: 6; SENP6 block: -9; SENP8 block-2: 0

How did COc1ccc(N(CN2C(=O)C3C4C=CC(C4)C3C2=O)C(=O)c2ccco2)cc1 (configuration not stated) do in these assays?
SENP1 FRET inh: 1; Apaf-1 inh: -4; APOBEC3G inh: -1; SENP8 block-1: 17; SENP7 block: 0; UBC13 inh: 7; SENP6 block: -15; SENP8 block-2: -5

(listing goes on)
How did N#C/C(=C/c1ccco1)C(N)=S do in these assays?
SENP1 FRET inh: 11; Apaf-1 inh: 7; APOBEC3G inh: 8; SENP8 block-1: 13; SENP7 block: 11; UBC13 inh: 4; SENP6 block: -3; SENP8 block-2: -4

How did N#CCC(=O)Nc1ccc(C(=O)OCc2ccccc2Oc2ccccc2)cc1 do in these assays?
SENP1 FRET inh: -8; Apaf-1 inh: 6; APOBEC3G inh: -9; SENP8 block-1: -2; SENP7 block: 4; UBC13 inh: 5; SENP6 block: -31; SENP8 block-2: 12

What do the screens show for `C/C(=N\Nc1ccc(C(=O)O)cc1)c1ccc2c(c1)Nc1ccccc1S2`?
SENP1 FRET inh: -35; Apaf-1 inh: 1; APOBEC3G inh: -3; SENP8 block-1: -393; SENP7 block: 1; UBC13 inh: -2; SENP6 block: 14; SENP8 block-2: 3

How did CC(SC(=S)N1CCCC1)C(=O)O (configuration not stated) do in these assays?
SENP1 FRET inh: 1; Apaf-1 inh: -4; APOBEC3G inh: -2; SENP8 block-1: 8; SENP7 block: -5; UBC13 inh: 0; SENP6 block: -8; SENP8 block-2: -1

How did Cc1ccc(/C=C/C(=O)NN2CCN(C)CC2)cc1 do in these assays?
SENP1 FRET inh: 0; Apaf-1 inh: 5; APOBEC3G inh: -3; SENP8 block-1: 1; SENP7 block: -9; UBC13 inh: -5; SENP6 block: -7; SENP8 block-2: -11

Results for Cc1ccc(Cl)cc1N1CCN(C(=O)C2CCN(S(C)(=O)=O)CC2)CC1 ?
SENP1 FRET inh: 2; Apaf-1 inh: 9; APOBEC3G inh: -5; SENP8 block-1: 10; SENP7 block: -3; UBC13 inh: -4; SENP6 block: -14; SENP8 block-2: -6

Results for CC1CC(C)CN(S(=O)(=O)c2ccc3c(c2)CC(C)N3C(=O)C2CCC2)C1 (configuration not stated) ?
SENP1 FRET inh: 1; Apaf-1 inh: 26; APOBEC3G inh: -3; SENP8 block-1: 7; SENP7 block: -4; UBC13 inh: 4; SENP6 block: 9; SENP8 block-2: 5

How did COCCn1c(SCC(=O)NCc2ccc3c(c2)OCO3)nnc1C(C)C do in these assays?
SENP1 FRET inh: 0; Apaf-1 inh: -1; APOBEC3G inh: -2; SENP8 block-1: 17; SENP7 block: -1; UBC13 inh: 1; SENP6 block: -4; SENP8 block-2: 4

What do the screens show for `O=C(CC1Nc2ccccc2NC1=O)NC1CCCCC1` (configuration not stated)?
SENP1 FRET inh: -28; Apaf-1 inh: 10; APOBEC3G inh: 2; SENP8 block-1: -139; SENP7 block: -2; UBC13 inh: 36; SENP6 block: -5; SENP8 block-2: 1

Results for Cc1ccc(C)c(NC(=O)C(=O)NCCc2c[nH]c3ccccc23)c1 ?
SENP1 FRET inh: 4; Apaf-1 inh: 8; APOBEC3G inh: -3; SENP8 block-1: 34; SENP7 block: -2; UBC13 inh: -6; SENP6 block: -23; SENP8 block-2: -2

How did CCN(CC)C(=O)CSc1nc2ccccc2c(=O)n1-c1cccc(OC)c1 do in these assays?
SENP1 FRET inh: 2; Apaf-1 inh: 6; APOBEC3G inh: -5; SENP8 block-1: 14; SENP7 block: -7; UBC13 inh: -13; SENP6 block: -5; SENP8 block-2: -9

How did O=C(NCCc1ccc(Cl)cc1)C(=O)c1c[nH]c2ccccc12 do in these assays?
SENP1 FRET inh: 0; Apaf-1 inh: 5; APOBEC3G inh: -6; SENP8 block-1: 2; SENP7 block: 2; UBC13 inh: 7; SENP6 block: -10; SENP8 block-2: 0

What do the screens show for `COc1ccc(OC)c(C2=NOC(C(=O)N3CCN(c4ccccc4)CC3)C2)c1` (configuration not stated)?
SENP1 FRET inh: 1; Apaf-1 inh: 5; APOBEC3G inh: -5; SENP8 block-1: -212; SENP7 block: 3; UBC13 inh: 2; SENP6 block: -13; SENP8 block-2: 10

Results for COc1ccccc1NC(=S)NNC(=O)c1nn(C)c(C)c1Br ?
SENP1 FRET inh: 2; Apaf-1 inh: -10; APOBEC3G inh: -2; SENP8 block-1: 8; SENP7 block: 0; UBC13 inh: -11; SENP6 block: 6; SENP8 block-2: 4

How did COC(=O)[C@@H]1C[C@H]2CC[C@H](O)C[C@H]2N1Cc1ccccc1OC(=O)c1cccs1 do in these assays?
SENP1 FRET inh: -19; Apaf-1 inh: 13; APOBEC3G inh: -15; SENP8 block-1: 9; SENP7 block: -16; UBC13 inh: -14; SENP6 block: -13; SENP8 block-2: -13

How did CN(CC(=O)Nc1sccc1C#N)S(=O)(=O)c1ccc(F)cc1 do in these assays?
SENP1 FRET inh: -8; Apaf-1 inh: 7; APOBEC3G inh: -8; SENP8 block-1: -21; SENP7 block: 5; UBC13 inh: 5; SENP6 block: -11; SENP8 block-2: 3

How did c1ccc(OCc2nn3c(Cn4nnc5ccccc54)nnc3s2)cc1 do in these assays?
SENP1 FRET inh: -2; Apaf-1 inh: -5; APOBEC3G inh: 39; SENP8 block-1: 25; SENP7 block: 4; UBC13 inh: 8; SENP6 block: -4; SENP8 block-2: -11

What do the screens show for `COc1ccc(CCNC(=O)CSc2c[nH]c3ccccc23)cc1OC`?
SENP1 FRET inh: 1; Apaf-1 inh: 9; APOBEC3G inh: 3; SENP8 block-1: 14; SENP7 block: 1; UBC13 inh: 1; SENP6 block: 1; SENP8 block-2: -2

Results for COC(=O)c1ccc(NC(=O)CSc2nnc(-c3ccccc3Br)n2-c2ccccc2)cc1 ?
SENP1 FRET inh: -1; Apaf-1 inh: 11; APOBEC3G inh: -6; SENP8 block-1: 15; SENP7 block: 6; UBC13 inh: 3; SENP6 block: 14; SENP8 block-2: 5

Results for COc1cccc(-c2nc(CS(=O)(=O)CC(=O)NCCc3ccccc3)c(C)o2)c1 ?
SENP1 FRET inh: 1; Apaf-1 inh: 7; APOBEC3G inh: -7; SENP8 block-1: 10; SENP7 block: -5; UBC13 inh: 1; SENP6 block: 7; SENP8 block-2: 22

What do the screens show for `CCn1c2ccccc2c2cc(NC(=O)c3ccco3)ccc21`?
SENP1 FRET inh: 1; Apaf-1 inh: 6; APOBEC3G inh: 5; SENP8 block-1: -35; SENP7 block: -2; UBC13 inh: -6; SENP6 block: 9; SENP8 block-2: -2

What do the screens show for `O=C(Oc1ccc(=O)n(-c2ccccc2)n1)c1cccc(Cl)c1`?
SENP1 FRET inh: 2; Apaf-1 inh: -5; APOBEC3G inh: -8; SENP8 block-1: 24; SENP7 block: -2; UBC13 inh: 9; SENP6 block: 5; SENP8 block-2: -10
